M1AAP inhibition – malaria alanyl aminopeptidase activity blockers – biochemical, fluorogenic H-Leu-NHMec substrate, 1536-well (AID 1445) | recombinant M1AAP, H-Leu-NHMec fluorogenic kinetic assay; higher % means a stronger effect | one-dose inhibition, % at 30 µM; IC50 in µM for titrated hits | 220,000 tested, 0.42% active;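 active = primary inhibition above the hit cutoff, then over 50% inhibition at one or more dose response concentrations, cut at about 23% in these data, passing the limit was not always enough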;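 also: plate controls were DMSO full reaction for no effect and no enzyme background for full effect; strong numbers were not always called active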
PMI inhibition – human PMI inhibitors, high substrate, primary screen, biochemical, fluorescence intensity, high mannose 6-phosphate (AID 1220); recombinant PMI enzyme, coupled fluorescence intensity; higher % means a stronger effect; 190,000 tested, 0.66% active; one-dose inhibition, % at 20 µM; IC50 in µM for titrated hits
Lipid droplet – modulators of hepatic lipid droplet formation; AML12 mouse hepatocytes, oleate lipid droplets, BODIPY imaging; inhibition, % at 6.5 µM; 240,000 tested, 0.4% active;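 active = lipid droplet intensity inhibited by at least 50%, with more than 500 cells counted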
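Material – AML12 mouse liver cells · Also added – oleate loading, 100 µM · Compound dosing – 6.5 µM single-point dosing · Times – overnight treatment with compound plus oleate · Measured by – fluorescence imaging, 20x objective, two fields per well · Read-out – percent inhibition of filter-corrected integrated lipid droplet intensity per well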
K1F lysis inhibition – protection from phage-mediated lysis, alamar blue read-out – E. coli UTI89, K1F phage, bacterial capsule biogenesis inhibitors (AID 488966) | 340,000 tested, 0.02% active | E. coli UTI89 K1F phage lysis, alamar blue, 2 h; higher % means a stronger effect | inhibition, % at 100 µM; hits with a dose series show IC50 in µM;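 active = phage lysis inhibition, versus mean bacterial control, above a set limit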;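 also: capsule biogenesis inhibitors block K1F phage lysis so surviving cells raise fluorescence; higher fluorescence means more inhibition of phage lysis; actives were called in the ten point dose series up to 300 µM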
Myeloid diff 2 – compounds promoting myeloid differentiation; AID 624256; 360,000 tested, 1% active; ER-HoxA9 myeloid progenitors, lysozyme-GFP differentiation, flow cytometry; calls only at 10 µM;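 active = normalized GFP-positive differentiation at or above the plate's own cutoff, the solvent-only control mean plus 3 SD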;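 also: cells exposed to compound for four days before flow analysis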
ER stress rescue – rescue of cells from ER stress-induced death, primary screen, 384-well, CSM14.1, thapsigargin, ATP luminescence (AID 1222); CSM14.1 thapsigargin-induced death rescue, ATP luminescence; higher % means a stronger effect; cellular ATP content (survival), % at 20 µM, or EC50 in µM where a hit was titrated; 190,000 tested, under 10 active;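 active = EC50 below 50 µM in the dose-response confirmation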;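 also: death triggered by thapsigargin at about 15 µM added after 2 h compound pretreatment; cell ATP read after overnight thapsigargin exposure of roughly 18 to 22 hours; normalized against plate controls of thapsigargin alone and 5% DMSO vehicle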
WT yeast gro inh – growth inhibition of WT yeast, mitochondrial fusion screen. mitochondrial fusion phenotypic screen, WT strain. inhibition, % at 10 µM. 190,000 tested, 2.1% active. AID 1362; in the data active = inhibition above about 58%; tested in S. cerevisiae
PMI inhibitors – inhibitors of human PMI, primary screen, biochemical, fluorescence intensity, coupled assay (AID 1209); inhibition, % at 20 µM, or IC50 in µM where a hit was titrated; 190,000 tested, 0.42% active; purified PMI enzyme, coupled fluorescence intensity; higher % means a stronger effect;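 also: plate controls were DMSO vehicle for no effect and wells lacking substrate for full effect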
TNAP activators – human TNAP enzyme activators, primary screen, biochemical, luminescent, no phosphate acceptor, uHTS (AID 1001); purified TNAP, luminescent activation assay, no phosphate acceptor; higher activation fold means a stronger effect; activation fold at 20 µM; hits with a dose series show EC50 in µM; 200,000 tested, 0.03% active; in the data active = activation fold from about 3, or a potency from the dose series; inactive = the rest, 99 in 100 with activation fold below about 1.6; also: many of its hits are not listed in these tables
WT yeast gro inh mutant strain – further read-out of WT yeast gro inh, marked with its call; inhibition, %; mitochondrial fusion phenotypic screen, mutant strain inhibition
Lipid droplet cells 6.5 µM – recorded beside Lipid droplet, whose call it bears; cell count; measured here: cell count, cytotoxicity flag;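 cells counted across two imaged fields per well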
Myeloid diff 2 GFP+ MAC1+ % – also measured in Myeloid diff 2; calls as there; GFP+ MAC1+ double positive, %; measured here: differentiation confirmed by MAC1 staining
* marks the source's active call; other numbers are inactive results; i = inactive; . = no result given; + = active, no number; [ ] = dose if it differs, or a comment. Rule as the data show it, unless noted: active = inhibition above about 50%; inactive = the rest. Compounds were not picked by outcome; about 4.6% have a hit in one of these screens.

Each structure is followed by: Lipid droplet cells 6.5 µM, ER stress rescue, K1F lysis inhibition, PMI inhibition, PMI inhibitors, Myeloid diff 2, Myeloid diff 2 GFP+ MAC1+ %, Lipid droplet, WT yeast gro inh mutant strain, TNAP activators, M1AAP inhibition, WT yeast gro inh
Cc1cc(=O)oc(C)c1C(=O)N1CCN(C)CC1
  ., -2.0%, 0.1%, 6.7%, -0.6%, i, 1.1, ., -8.9, 1.1, -6.6%, -8.6
O=C(Cn1cc2c(n1)CCCCC2)NC1CCN(Cc2ccccc2)CC1
  ., 0.7%, 5.3%, 2.1%, -0.6%, i, 2.6, ., -3.3, 1.1, -1.1%, 4.8
CCSc1nc2cc(OC)c(OC)cc2c(=O)n1CC
  653, -0.2%, -0.5%, 17.6%, 17.8%, ., ., 5.4, 28.1, 1.1, 8.0%, 20.7
COc1ccc2cc3cc(C(=O)NCC4CCCO4)oc3nc2c1 (stereo unspecified)
  707, ., -2.0%, 12.2%, 11.0%, i, 0.7, -1.6, 7.3, 1.1, 79.3µM*, 15.1
CCOc1cc(N2CCOCC2)c(OCC)cc1NC(=O)c1ccccc1C
  662, 0.1%, 0.2%, 4.1%, -3.0%, i, 0.4, -10.3, 4.0, 1.2, 6.0%, -1.2
COc1ccc(S(=O)(=O)N2CCN(Cc3cccc(Cl)c3)CC2)cc1
  819, -0.4%, 3.0%, 18.2%, 22.5%, i, 1.1, -0.3, 8.0, 1, -1.6%, -0.8
Brc1cccc(Cn2c(-c3cncs3)nc3ccccc32)c1
  693, 8.8%, 0.3%, 2.0%, 4.0%, i, 0.6, -5.9, 23.1, 1.1, 4.9%, 28.8
NCCOc1cnn(-c2ccccc2Cl)c(=O)c1Cl
  730, -5.8%, 1.7%[50 µM], -16.3%, -14.6%, i, 0.3, 15.2, -12.8, 1, 7.6%, -6.5
COc1ccccc1C1(CC(=O)N2CCOCC2)CCOC(C(C)C)C1 (stereo unspecified)
  776, 2.9%, -1.0%, -5.6%, 0.3%, i, 0.2, -1.2, 4.6, 0.9, 0.2%, 7.3
O=C(CCCN=C1NS(=O)(=O)c2ccccc21)OCc1cc([N+](=O)[O-])cc2c1OCOC2
  667, 1.2%, -0.1%, 7.2%, 6.3%, +, 0.6*, 0.2, 12.5, 1.1, 5.8%, -19.0
CC/C(=N\NC(=O)CSCc1ccc(Cl)cc1)c1ccc2c(c1)OCCO2
  ., -2.2%, 0.7%, 16.8%, 21.7%, i, 0.2, ., -11.4, 1, 10.6%, -5.4
c1ccc(-c2cc(-c3ccncc3)nc3ccc4ccccc4c23)cc1
  602, -0.8%, 2.1%[50 µM], 1.3%, 12.2%, i, 0.6, 12.0, -4.7, 0.9, 5.7%, 6.5
COC(=O)c1ccc(N2CCC(C)CC2)c(N)c1
  785, -1.5%, 5.8%, -25.4%, 17.8%, i, 0.8, 4.5, -12.5, 1.1, -0.3%, -6.1
Cc1ccc(Cl)cc1N1CCN(C(=O)Cn2ccc3ccccc3c2=O)CC1
  ., 0.0%, 2.8%, 7.9%, 1.4%, i, 2.2, ., 2.5, 1.1, -0.5%, 4.4
Cc1cccc2cc(CN(Cc3cccs3)Cc3nnnn3Cc3ccccc3)c(=O)[nH]c12
  ., -1.3%, 4.9%, 11.7%, 16.8%, i, 3.6, ., 6.7, 1, 2.3%, 20.7
O=S(=O)(NCC(c1cccnc1)N1CCOCC1)c1ccccc1 (stereo unspecified)
  708, 1.8%, 0.2%, 12.9%, 0.8%, i, 0.4, -24.9, 1.1, 1.1, -1.6%, 13.6
O=C(NCc1ccco1)[C@@H]1CSC2c3ccccc3C(=O)N21 (stereo partly specified)
  641, 2.3%, 0.0%, 0.2%, 4.8%, i, 1.7, -2.4, -16.7, 1.1, 10.1%, 7.8
Cc1ccc(NC(=O)CN(C)Cc2ccc(Cl)cc2)cc1
  689, -5.0%, 0.3%, 4.4%, -1.7%, i, 0.2, -5.7, 14.3, 0.9, 1.8%, 13.4
CCOc1ncccc1C(=O)OCC(=O)Nc1cccc(S(N)(=O)=O)c1
  668, 0.1%, -0.5%, -6.2%, -0.8%, i, 0.1, 8.5, 4.0, 1, 3.3%, 1.0
COc1ccc2c(Cl)c(C(N)=O)sc2c1
  733, -2.7%, 0.5%[50 µM], -2.1%, 4.2%, i, 0.5, -5.5, -7.6, 1.1, 1.8%, -3.2

Later entries
Each structure is followed by: Lipid droplet cells 6.5 µM, ER stress rescue, K1F lysis inhibition, PMI inhibition, PMI inhibitors, Myeloid diff 2, Myeloid diff 2 GFP+ MAC1+ %, Lipid droplet, WT yeast gro inh mutant strain, TNAP activators, M1AAP inhibition, WT yeast gro inh
CCOC(=O)c1cccc(NC(=O)c2cnccn2)c1
  779, 1.5%, 0.4%, 12.4%, 17.1%, i, 0.9, -7.2, -7.6, 1.1, 7.0%, -1.4
COc1ccc(C2NCCc3sccc32)cc1 (stereo unspecified)
  570, -0.9%, 0.1%, 0.6%, 2.0%, i, 0.1, 0.1, -0.4, 1.1, 0.9%, 13.0
CCCCOC(=O)c1ccc(NC(=O)CSC2=Nc3ccccc3C3CC=NN23)cc1 (stereo unspecified)
  811, 2.0%, 1.3%, 14.5%, 13.5%, i, 2.8, 14.0, -19.3, 1, 2.0%, 3.9
Cc1noc(C)c1COC(=O)c1cccnc1Cl
  666, -0.1%, 0.1%, -1.7%, -4.7%, i, 0.2, 2.7, 2.6, 1, 12.6%, -11.4
Cc1oc(C(=O)O)cc1COc1ccc2c3c(c(=O)oc2c1)CCC3
  762, -2.3%, 0.0%, 4.5%, 8.3%, i, 0.3, 2.2, 17.2, 1.1, 5.3%, -4.8
O=C(COc1ccccc1-c1ccccc1)NCc1cccc(Cl)c1
  639, 10.1%, -0.9%[50 µM], 5.0%, 16.0%, i, 0.7, -26.8, 24.9*, 1, 2.6%, 77.7*
CCSc1nc2sc3c(c2c(=O)n1CC)CC(C)(C)OC3
  ., 1.5%, 0.3%, 15.3%, 11.7%, i, 0.4, ., 7.8, 1.1, -0.6%, -9.8
CCCCn1nnnc1SCC(=O)Nc1sc2c(c1C#N)CCCC2
  ., -0.1%, 3.4%, 5.3%, 2.9%, i, 1.1, ., 9.5, 1.1, 1.0%, 18.1
Brc1ccc(-c2nnc3sc(CN4CCN(c5ccccc5)CC4)cn23)cc1
  752, 3.5%, -0.8%, -2.5%, 7.8%, i, 6.1, -11.8, 15.4, 1.2, 1.7%, 13.3
O=C(O)c1cnccn1
  692, -3.3%, 1.7%, -25.2%, -26.4%, i, 2.3, -15.1, -13.7, 1.1, 8.0%, -12.5
Cc1onc(-c2ccccc2Cl)c1C(=O)Nc1ncn[nH]1
  643, -0.9%, 0.3%, -5.7%, -7.1%, i, 1.0, -0.9, 15.3, 1, -0.3%, 10.0
CCC(C)N(C(=O)COC(=O)C1C(C(=O)OC)=C(C)NC(C)=C1C(=O)OC)C1CCS(=O)(=O)C1 (stereo unspecified)
  652, ., 0.0%, 4.2%, 1.0%, i, 0.1, 15.6, 4.0, 1.1, 3.0%, 8.6
NC(=O)CSc1nc2ccccc2c(=O)n1Cc1ccco1
  783, 25.6%, 1.2%, 3.7%, 3.6%, i, 0.5, 11.2, -2.2, 1.1, 0.7%, -11.4
CC1=C(C(=O)OCC(C)C)C23C(=O)c4ccccc4C2(O1)OC(N)=C3C#N (stereo unspecified)
  ., 3.2%, 0.1%, 17.4%, 6.8%, i, 4.2, ., 9.5, 1.2, 2.1%, 17.9
CC(C)(C)NC(=O)Cn1c(-c2nonc2N)nc2ccccc21
  765, -3.1%, 0.5%, 9.7%, 8.4%, i, 0.7, 3.7, -70.0, 1.1, 8.2%, -0.5
Cc1cccn2c(CN(C)C3CCOC3)c(C(=O)N3CCCCC3)nc12 (stereo unspecified)
  640, 0.0%, -0.1%, -7.4%, -3.1%, i, 0.4, 0.2, -3.8, 1.1, -0.8%, 10.1
CC(C)[C@H](NC(=O)c1ccccc1)C(=O)O
  759, 1.4%, 0.1%, -1.7%, -1.6%, i, 0.1, -4.7, 10.2, 1.1, -1.3%, 13.9
CCOC(=O)C1CCCN(C(=O)/C=C/c2ccc(OC)cc2)C1 (stereo unspecified)
  715, 0.0%, 0.0%, 2.0%, 6.1%, i, 0.3, -6.8, 5.6, 1, 8.3%, 1.7
C=CCn1c(SCC(=O)Nc2cccc3ccccc23)nnc1-c1cnccn1
  ., -0.5%, 5.3%, 9.4%, 13.4%, i, 2.0, ., 1.6, 1.1, 1.7%, 10.7
NS(=O)(=O)c1ccc(NC(=S)Nc2cc(Cl)c(Cl)cc2Cl)cc1
  710, 1.8%, -4.9%, -7.8%, -0.8%, i, 0.3, 3.5, -4.0, 0.6, 6.8%, 0.3

A draw from above in order of molecular weight, low to high.
Each structure is followed by: Lipid droplet cells 6.5 µM, ER stress rescue, K1F lysis inhibition, PMI inhibition, PMI inhibitors, Myeloid diff 2, Myeloid diff 2 GFP+ MAC1+ %, Lipid droplet, WT yeast gro inh mutant strain, TNAP activators, M1AAP inhibition, WT yeast gro inh
O=C(O)c1cnccn1
  692, -3.3%, 1.7%, -25.2%, -26.4%, i, 2.3, -15.1, -13.7, 1.1, 8.0%, -12.5
Cc1noc(C)c1COC(=O)c1cccnc1Cl
  666, -0.1%, 0.1%, -1.7%, -4.7%, i, 0.2, 2.7, 2.6, 1, 12.6%, -11.4
CCSc1nc2sc3c(c2c(=O)n1CC)CC(C)(C)OC3
  ., 1.5%, 0.3%, 15.3%, 11.7%, i, 0.4, ., 7.8, 1.1, -0.6%, -9.8

More results.
Each structure is followed by: Lipid droplet cells 6.5 µM, ER stress rescue, K1F lysis inhibition, PMI inhibition, PMI inhibitors, Myeloid diff 2, Myeloid diff 2 GFP+ MAC1+ %, Lipid droplet, WT yeast gro inh mutant strain, TNAP activators, M1AAP inhibition, WT yeast gro inh
c1ccc2sc(NCC3CCCO3)nc2c1 (stereo unspecified)
  704, -2.6%, -0.4%, -3.9%, -11.7%, i, 0.2, 6.7, 15.0, 1.2, 5.0%, -9.2
CCOC(=O)c1cc(-c2ccc(N3CCOCC3)cc2)nn1-c1ccc(F)cc1F
  738, 27.6%, 0.3%, 6.9%, 9.6%, i, 1.6, 2.9, 11.5, 1.1, -1.5%, 25.0
CN(C)S(=O)(=O)c1ccc2c(c1)nc(CCC(=O)O)n2C
  733, -0.9%, 0.9%, 14.6%, 10.8%, i, 0.5, 3.5, 13.2, 1.1, -7.9%, 38.2
CCCCOC(=O)/C(=C/c1cn(C)c2ccccc12)NC(=O)c1ccc(OC)cc1
  637, -0.8%, 0.5%[50 µM], 13.3%, 7.9%, i, 1.1, 3.5, 0.1, 1, 1.2%, 6.5

Screening results as filed in PubChem BioAssay.
